# Source: PubChem BioAssay
# GLA spleen mod – inhibitors or activators of human alpha-galactosidase in spleen homogenate; P06280; human spleen homogenate, 4MU-alpha-Gal fluorescence, 40 min; Potency, µM (doses to about 80 µM), without a hit: top-dose activity change, negative = inhibition, usual class: inhibitors; hit rate 0.008% among 240,000; AID 2107;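 also: 0% = enzyme with vehicle and -100% = no enzyme basal signal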
# Target sequence (P06280 32-429 limits assumed): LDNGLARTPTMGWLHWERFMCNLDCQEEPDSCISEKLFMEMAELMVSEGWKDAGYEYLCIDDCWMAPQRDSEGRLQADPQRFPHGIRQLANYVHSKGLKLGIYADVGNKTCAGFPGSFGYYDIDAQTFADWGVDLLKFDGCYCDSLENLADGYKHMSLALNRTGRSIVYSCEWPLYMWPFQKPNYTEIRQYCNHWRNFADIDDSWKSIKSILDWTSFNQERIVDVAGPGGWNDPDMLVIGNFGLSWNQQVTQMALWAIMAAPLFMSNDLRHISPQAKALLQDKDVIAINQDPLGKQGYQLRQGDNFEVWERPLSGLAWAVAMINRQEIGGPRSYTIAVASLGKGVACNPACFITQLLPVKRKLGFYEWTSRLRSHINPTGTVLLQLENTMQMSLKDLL
#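 Human spleen homogenate (1 ug) as enzyme source, 4-methylumbelliferyl-alpha-D-galactopyranoside 1 mM final, citrate/phosphate pH 5.0 with 0.01% Tween-20. Compounds 40 min at 37C, NaOH/glycine stop; fluorescence Ex 365/Em 440, Hill-fit AC50.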
# Epigenetic derep – regulators of epigenetic silencing causing reporter derepression in mouse cells; AID 1865; Potency, µM (highest dose often 53.9 µM), without a hit: at the top dose GFP activation, actives largely listed as activators; murine LDR cells, GFP reporter derepression, 30 h; hit rate 0.2% among 280,000; also: % of control where 0% means no effect; nearly all actives have a fitted effect of over 60% in size
#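 Derepression of a silenced CMV-GFP reporter in murine LDR cells is scored by enumerating GFP-positive cells with a laser-scanning microplate cytometer after 30 hours of treatment at 37 C.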
# ALDH1A1 inh – inhibitors of human aldehyde dehydrogenase 1A1; P00352; Purified ALDH1A1, NADH fluorescence, propionaldehyde substrate; Potency, µM (doses to about 75.3 µM), for the others: top-dose activity, negative = inhibition, hits mostly inhibitors; hit rate 7.3% among 220,000; AID 1030; active = well fitted inhibition curve with a large enough effect, not every such curve was filed as active; inconclusive = small, poorly fitted or top-dose-only effect, or another doubt; inactive = no such curve, though single readings can be large or run the other way;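 also: plate controls were no enzyme wells and a reference inhibitor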
# Target sequence (P00352 whole entry, looked up): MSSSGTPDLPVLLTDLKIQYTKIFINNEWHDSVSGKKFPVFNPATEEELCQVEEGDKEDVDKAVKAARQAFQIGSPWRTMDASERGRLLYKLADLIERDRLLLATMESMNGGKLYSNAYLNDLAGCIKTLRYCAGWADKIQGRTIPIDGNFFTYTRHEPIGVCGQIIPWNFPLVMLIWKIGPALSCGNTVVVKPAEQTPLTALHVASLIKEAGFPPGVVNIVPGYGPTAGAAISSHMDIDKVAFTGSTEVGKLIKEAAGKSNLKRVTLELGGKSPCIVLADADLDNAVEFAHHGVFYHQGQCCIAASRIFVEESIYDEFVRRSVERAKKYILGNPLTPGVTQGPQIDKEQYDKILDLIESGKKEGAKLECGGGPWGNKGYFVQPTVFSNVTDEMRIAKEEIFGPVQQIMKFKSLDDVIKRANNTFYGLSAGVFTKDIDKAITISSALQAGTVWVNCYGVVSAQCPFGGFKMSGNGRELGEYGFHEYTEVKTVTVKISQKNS
# Tau fluor counter – counter-screen for tau fibril formation inhibitors | tau K18 P301L (four-repeat tau fragment) Alexa594 fluorescence, heparin fibrillization | Potency, µM (top dose mostly 57.7 µM), for inactives: at the top dose activity change, negative = decrease | hit rate 0.93% among 280,000; also: % is scaled to controls: 0 for no effect and ±100 for the full control effect; nearly all actives have a fitted effect of over 55% in size
#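 Human K18 P301L tau (15 uM unlabeled plus 0.24 uM Alexa 594-labeled, final) in 100 mM sodium acetate pH 7 was mixed with compound and 20 uM heparin and incubated 6 hr at 37 C.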
# GAA spleen mod – inhibits or activates alpha-glucosidase in human spleen homogenate. human spleen homogenate, 4-MU-alpha-glucoside fluorescence. P10253. Potency, µM (highest dose often 79.9 µM), for inactives: at the top dose activity change, negative = inhibition, actives largely listed as inhibitors. hit rate 0.006% among 240,000;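 also: 0% = enzyme with vehicle and -100% = no enzyme basal signal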
#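 Enzyme source: human spleen homogenate, 1 ug/well. Buffer 50 mM citric acid/K phosphate pH 5.0, 0.01% Tween-20. 4-MU-alpha-glucoside 1 mM; 37 C x 40 min; NaOH/glycine stop; fluorescence.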
# GAA inh – inhibitors of human lysosomal alpha-glucosidase; P10253; purified human GAA, 4-MU-alpha-glucoside fluorescence; Potency, µM (highest dose often 76.9 µM), without a hit: at the highest dose activity change, negative = inhibition, usual class: inhibitors; hit rate 0.005% among 200,000;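 also: plate controls were uninhibited enzyme wells for no effect and no-enzyme background for full effect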
#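 Human alpha-glucosidase, 4 nM, pre-mixed with test compounds before 400 uM 4-methylumbelliferyl substrate; 20 min room temperature at pH 5.0. Fluorescence read after pH 10 stop; AC50 values from Hill-equation fits.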
# GAA glycogen – GAA glycogen-cleavage inhibition or activation. P10253. recombinant GAA, glycogen substrate, Amplex Red glucose oxidase fluorescence. Potency, µM (top dose mostly 76.4 µM), without a hit: at the top dose activity change, negative = inhibition, actives largely listed as inhibitors. hit rate 0.38% among 300,000. AID 2100;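 also: 0% = full enzyme reaction and -100% = no-enzyme basal signal; the screen sought inhibitors and activators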
#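 Natural-substrate format: glycogen cleavage by 4 nM human enzyme, glucose read by Amplex Red coupling (Ex 573, Em 610 nm). Normalized to enzyme and no-enzyme controls.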
# NPSR antagonist – antagonists of human neuropeptide S receptor cAMP signaling. Potency, µM (titrated, usually from 38.3 µM), inactives show at the top dose activity change, negative = inhibition, actives largely listed as inhibitors. Q6W5P4. CHO-NPSR cells, cAMP TR-FRET, antagonist mode. hit rate 1% among 220,000; also: % is scaled to controls: 0 for no effect and ±100 for the full control effect; nearly all actives have a fitted effect of over 50% in size; many of its hits are not listed in these tables
# * = called active by the depositor; u = inconclusive; x = not tested or not shown; & = joins results of further samples; [ ] = remark or other dose. Unless noted, calls follow the shape of the dose curve; as a rule, active = well fitted curve in the direction sought with a large enough effect; inconclusive = small, poorly fitted or top-dose-only effect, or another doubt; inactive = no such curve, though single readings can be large; an effect the other way counts as inactive or inconclusive. Potency is read from the fitted curve at half-maximal effect. A portion of the library; count on the stated rates, not on these rows.
item	canonical_smiles	GLA spleen mod	Epigenetic derep	ALDH1A1 inh	Tau fluor counter	GAA spleen mod	GAA inh	GAA glycogen	NPSR antagonist
1	NS(=O)(=O)c1ccc(CCNC(=O)CSc2ccc3ccccc3c2)cc1	-5%	-4.1%	1%	-6%	-15%	-5%	-3%	-8%
2	O=C(NCc1ccco1)c1cc(-c2ccccc2)nc2ccccc12	3%	1.0%	u	-24%	4%	-2%	-5%	-3%[46.1 µM]
3	CN(C)C(=O)c1cn(-c2ccccc2)nc1-c1cc2ccccc2o1	8%	0.9%	-2%	2%	12%	11%	-13%	-22%
4	Cc1ccc(NC(=O)COC(=O)Cn2cnc3c2c(=O)n(C)c(=O)n3C)c(Cl)c1	-5%	-0.3%	-2%	-3%	-4%	2%	-6%	1%
5	Cc1nc2nc(SCC(=O)NCc3ccco3)nn2c(C)c1Cc1c(F)cccc1Cl	-8%	0.0%	-8%	1%	-2%	4%	-12%	-27%[46.1 µM]
6	Cc1cc(OCc2nnc(SC(C)C(=O)O)n2Cc2ccccc2)ccc1Cl (stereo unspecified)	5%	0.5%	-2%	8%	6%	2%	-4%	12%
7	COc1ccc2c(c1)CCc1cn3nc(C)cc3nc1-2	-4%	-8.2%	u	-16%	-13%	-7%	-10%	36%
8	C=CCn1c2ccccc2c2nnc(SCc3[nH]c(=O)[nH]c3C(=O)CCCCC(=O)OCC)nc21	2%	-0.9%	10µM*	-6%	-3%	1%	-7%	-4%
9	O=C(NCCc1ccncc1)Nc1ccc(F)cc1	3%	-0.8%	1%	8%	3%	4%[15.4 µM]	3%	-16%
10	O=C(COc1ccc(Cl)cc1)Nc1ccccc1C(=O)NCc1ccco1	8%	2.9%	-10%	-5%	2%	-6%	-3%	2%[46.1 µM]
11	Cc1cc(C)n(-c2ccc(S(=O)(=O)N3CCOCC3)cc2[N+](=O)[O-])n1	2%	-2.7%	x	10%	5%	x	-1%	16%
12	COC(=O)C1=C(C(=O)OC)[C@@H]2N(C)c3ccccc3[C@@]23C[C@@H](CO)N(C(=O)c2cc(C)oc2C)C3=N1	0%[17.5 µM]	x	7%[13.5 µM]	-5%[11.6 µM]	3%[17.4 µM]	x	x	x
13	COc1ccc(C(C(=O)NC2CCCCC2)N(C(=O)c2cccs2)c2ccc3c(c2)OCO3)cc1 (stereo unspecified)	-2%	1.9%	3%	2%	-7%	2%	1%	u
14	CCc1c(C)nc2ncnn2c1NCCc1ccc(OC)cc1	11%	-2.2%	-2%	-4%	-10%	9%	1%	11%[46.1 µM]
15	CCCCC1=CC2=CC(=O)C(C)(OC(=O)CC)C(=O)C2=CN1CCCOC(C)C (stereo unspecified)	3%[17.5 µM]	-1.1%	-5%[13.5 µM]	2%[11.6 µM]	-7%[17.4 µM]	x	5%	-4%
16	CS(=O)(=O)N1CCCC(C(=O)Nc2ccc(F)cc2F)C1 (stereo unspecified)	-8%	-3.3%	13%	6%	-5%	1%	-19%	18%
17	O=C(Cc1cccs1)N1CCN=C1SCc1ccccc1F	2%	1.2%	-5%	-13%	x	-2%	-1%	-19%
18	CCN(CC)C(=O)c1cnn(-c2ccccc2)c1NC(=O)c1ccco1	2%	-2.5%	-9%	-7%	-4%	-2%	-2%	-12%[46.1 µM]
19	CCc1cc2c(=O)n(CCC(C)C)c(=S)[nH]c2s1	-4%	-0.5%	16µM*	-4%	-24%	0%	1%	-30%
20	CCOC(=O)C1CCN(CC(=O)Nc2c(C(=O)OC)[nH]c3cccc(Cl)c23)CC1	1%	-4.2%	-7%	-19%	4%	5%	4%	0%[46.1 µM]
21	O=[N+]([O-])c1ccc(C(=S)N2CCN(c3ccc(F)cc3)CC2)cc1	-2%	-0.8%	10µM*	-28%	2%	3%	13%	-12%
22	CCCn1c(SCC(=O)Nc2nc3c(s2)CCCC3)nc2c1c(=O)n(C)c(=O)n2C	-1%	-1.7%	0%	-1%	-5%	-5%	-6%	-4%[46.1 µM]
23	CC(=O)OC(C(=O)NC1CCCCC1)c1ccccc1 (stereo unspecified)	10%	0.5%	5%	5%	5%	-6%	-8%	-20%[7.67 µM]
24	O=C(OCC(=O)c1c[nH]c2ccccc12)c1cccc(S(=O)(=O)N2CCCCCC2)c1	0%	0.0%	6%	u	-1%	-8%	-10%	-4%
25	C[N+]1(CCCCC[N+]2(C)CCCC2)CCCC1	4%	-0.1%	4%	-7%&2%	6%	x	x	-9%[46.1 µM]
26	Cc1ccc(C)c(N2CCN(c3ncnc4c3cnn4-c3ccccc3)CC2)c1	5%	-1.9%	u	-12%	-2%	-13%	4%	9%[46.1 µM]
27	O=[N+]([O-])c1cccc(CSc2cccc[n+]2[O-])c1	-4%	2.2%	8%	5%	-2%	0%	5%	8%
28	OC1CCN(c2cc(-c3ccccc3)nc3cc(-c4ccc(F)cc4)nn23)CC1	u	-3.9%	u	u	12%	u	-4%	-56%
29	COc1ccc(NC(=O)C(NC(=O)c2ccccc2)C(C)C)cc1 (stereo unspecified)	8%	0.0%	-10%	-6%	3%	-1%	-7%	-11%[46.1 µM]
30	O=C(c1ccc2c(=O)n(C3CCCC3)c(=S)[nH]c2c1)N1CCN(C2CCCCC2)CC1	0%	-1.8%	-14%	-11%	0%	-4%	-1%	-4%[46.1 µM]
31	NC1=NC[C@@H](Cc2ccc(O)cc2)N1CCc1cccc(F)c1	9%	1.4%	x	-5%	2%	x	1%	8%
32	Cc1cc(C)n2nc(SCCOc3ccc(F)cc3)nc2n1	2%	1.1%	13%	-10%	3%	2%	-1%	6%
33	CC(C)(Oc1ccc(Cl)cc1)C(=O)NC1=NN(c2ccccc2)C(=O)C1	2%	0.0%	1%	-15%	-8%	-3%	u	-3%
34	O=C(O)COc1ccc(NC(=O)c2ccc(NC(=O)c3ccco3)cc2)cc1	-4%	-4.9%	u	-5%	-3%	-1%	1%	4%
35	O=c1/c(=C/c2ccc(O)c([N+](=O)[O-])c2)sc2nc3ccccc3n12	1%	-0.5%	-3%	-20%	-4%	8%	-15%	-28%
36	O=C(N/C(=C/c1cccs1)C(=O)N1CCCCCC1)c1ccccc1	9%	-7.5%	u	-4%	-5%	5%	3%	-14%[46.1 µM]
37	Cc1cc(Br)cc(Cl)c1OCC(=O)NC(=O)NCc1ccccc1	3%	0.0%	16%	-2%	-1%	5%	5%	-1%
38	Clc1ccc(Cn2ncc3c(NCc4ccco4)ncnc32)c(Cl)c1	-6%	3.6%	u	-26%	-13%	-9%	-7%	-3%[46.1 µM]
39	COc1ccc(-c2[nH]c(-c3cc(OC)c4c(c3)OCO4)nc2-c2ccccc2)cc1	-1%	-1.0%	u	13µM*[quencher]	-3%	-5%	-18%	-58%
40	CCN(C(=O)c1ccco1)c1nnc(-c2ccc(OC)cc2)s1	4%	-0.8%	u	-10%	4%	9%	-5%	u
41	CN(C(=O)CCl)C1CCCc2ccccc21 (stereo unspecified)	-5%	-2.6%	0.4µM*	2%	3%	1%	-10%	-31%
42	CCC(c1nnnn1CC1CCCO1)N(CCCO)Cc1cc2cccc(C)c2[nH]c1=O (stereo unspecified)	12%	u	u	-4%	4%	u	12%	2%[46.1 µM]
43	CCOC(=O)N1CCN(S(=O)(=O)c2cccc3cccnc23)CC1	7%	1.6%	-1%	-6%	0%	-1%	0%	3%[7.67 µM]
44	CCOC(=O)C(Cc1ccc(NC(=O)/C(=C/c2ccccc2)NC(=O)c2ccccc2)cc1)N1C(=O)c2ccccc2C1=O (stereo unspecified)	-11%	-1.1%	15%	-3%	-1%	7%	6%	4%[46.1 µM]
45	CCCN(CCC)CCCNC(=S)Nc1ccc2nc3n(c(=O)c2c1)CCCCC3	-12%	0.0%	-6%	0%	-16%	5%	9%	15%
46	CC1CC(=O)NN1C(=O)c1ccccc1 (stereo unspecified)	-7%	2.8%	-4%	-16%	-8%	1%[15.4 µM]	5%	-14%
47	Cc1cc(S(=O)(=O)N2CCN=C2c2ccccc2)c(C)cc1Cl	-3%	-1.0%	-12%	-4%	-1%	5%	-4%	-10%
48	COc1cc(O)oc1C=Nc1ccc(C(F)(F)F)cc1	-4%	-0.2%	-15%	-22%	-12%	0%	-17%	-23%[46.1 µM]

# One compound at a time, as listed above. Order of values: GLA spleen mod, Epigenetic derep, ALDH1A1 inh, Tau fluor counter, GAA spleen mod, GAA inh, GAA glycogen, NPSR antagonist
# Cc1cc(S(=O)(=O)N2CCN=C2c2ccccc2)c(C)cc1Cl in the list: -3%, -1.0%, -12%, -4%, -1%, 5%, -4%, -10%
# CCOC(=O)C(Cc1ccc(NC(=O)/C(=C/c2ccccc2)NC(=O)c2ccccc2)cc1)N1C(=O)c2ccccc2C1=O (stereo unspecified) in the list: -11%, -1.1%, 15%, -3%, -1%, 7%, 6%, 4%[46.1 µM]
# CN(C(=O)CCl)C1CCCc2ccccc21 (stereo unspecified) in the list: -5%, -2.6%, 0.4µM*, 2%, 3%, 1%, -10%, -31%
# Clc1ccc(Cn2ncc3c(NCc4ccco4)ncnc32)c(Cl)c1 in the list: -6%, 3.6%, u, -26%, -13%, -9%, -7%, -3%[46.1 µM]

# Following part:
item	canonical_smiles	GLA spleen mod	Epigenetic derep	ALDH1A1 inh	Tau fluor counter	GAA spleen mod	GAA inh	GAA glycogen	NPSR antagonist
49	CCOC(=O)c1c(NC(=O)c2c(Br)cnn2C)c(C#N)nn1-c1ccccc1	-3%	0.8%	u	9%	1%	14%	-10%	-17%[46.1 µM]
50	CCOC(=O)c1cnc2c(OC)cccc2c1N1CCN(c2ccccc2OC)CC1	u	-0.3%	5%	u	-14%	-8%	-2%	u
51	O=C(C1CCCN(c2nnc(-n3cccc3)s2)C1)N1CCN(c2ccccc2)CC1 (stereo unspecified)	-2%	-5.9%	u	-15%	-3%	-9%	16%	-29%[46.1 µM]
52	CCOC(=O)CNC(=O)CSc1nc2c(C)cccc2cc1CC	9%	-2.1%	0%	0%	4%	11%	-13%	-45%
53	CCOC(=O)C1(C)NC(c2ccc(OC)cc2OC)C2C(=O)N(CC)C(=O)C21 (stereo unspecified)	4%	1.2%	13%	-1%	-11%	8%	-6%	1%
54	CCc1ccc(C(=O)CC2(O)C(=O)N(CN3CCOCC3)c3ccccc32)cc1 (stereo unspecified)	u	0.0%	0%	-8%	2%	-8%	2%	-6%[46.1 µM]
55	CC(C)n1nnnc1SCC(=O)Nc1ccc2c(c1)OCO2	-1%	1.0%	u	0%	-3%	u	5%	1%
56	O=C(NC1CC1)c1ccc(CSCc2cccc(F)c2)o1	-5%	0.8%	u	-9%	-5%	-2%[15.4 µM]	12%	2%[46.1 µM]
